PAFAH2 inh: PAFAH2 (human) inhibition. Q99487. recombinant PAFAH2, FP-rhodamine activity probe, fluorescence polarization. inhibition, % at 3.39 µM. 340,000 tested, 0.99% active;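 active = inhibition above the mean over all tested compounds plus 3 SD, cut at about 30% in these data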;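 also: inhibitors block probe labeling of enzyme so polarization drops; 0% = enzyme with DMSO and 100% = wells lacking PAFAH2 protein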
core dimer inh: blocks dimerization of HCV core protein | TR-FRET GST/Flag-core106 dimerization, 1536-well | inhibition, % at 5 µM | 300,000 tested, 0.33% active;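 active = inhibition above the mean of all tested compounds plus 3 SD, set per screening campaign, cut at about 45% in these data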
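System – GST-tagged and Flag-tagged HCV core protein residues 1-106 · Repeats – one well for each compound · Technique – TR-FRET 671 and 617 nm emission · Doses – one concentration, 5 µM, in 0.5% DMSO · Times – 4 h, 22.5 °C incubation · Also added – Eu donor and XL665 acceptor anti-tag antibodies · Measure – percent inhibition of core106 dimerization signal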
Fh CTSL1 inh: counter-screen for PFM18AAP inhibitors: inhibitors of F. hepatica cathepsin L1; recombinant F. hepatica cathepsin L1, Z-Leu-Arg-MCA fluorescence; inhibition, % at 5.96 µM; 300,000 tested, 0.49% active; AID 1906;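 active = inhibition above the mean of all tested compounds plus 3 SD, set per screening campaign, cut at about 17% in these data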;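 also: 0% = plate median of test compound wells and 100% = 1 µM Z-Phe-Ala-diazomethylketone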
PP1 inh: counter-screen for PP5 inhibitors: inhibitors of human PP1-alpha; 320,000 tested, 0.9% active; inhibition, % at 6.7 µM; purified PP1alpha, OMFP fluorescence; AID 2235;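 active = inhibition above the mean inhibition of all tested compounds plus 3 SD, computed separately for each screening campaign, cut at about 15% in these data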
Target sequence (P62136 whole entry, looked up): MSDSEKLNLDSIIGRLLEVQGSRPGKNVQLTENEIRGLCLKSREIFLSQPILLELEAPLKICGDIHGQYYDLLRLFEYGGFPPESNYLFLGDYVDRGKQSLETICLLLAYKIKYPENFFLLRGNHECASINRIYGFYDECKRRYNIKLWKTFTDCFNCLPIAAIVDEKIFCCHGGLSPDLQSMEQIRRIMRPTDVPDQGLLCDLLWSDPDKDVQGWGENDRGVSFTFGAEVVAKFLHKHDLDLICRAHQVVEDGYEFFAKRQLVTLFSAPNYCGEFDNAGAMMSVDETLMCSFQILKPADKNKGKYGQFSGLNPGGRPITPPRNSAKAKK
proCasp3 act: activates human procaspase-3; activation, % at 8.5 µM; P42574; recombinant procaspase-3 D3A, Ac-DEVD-pNA absorbance 405 nm; 330,000 tested, 0.11% active;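 active = activation above the mean of all tested compounds plus 3 SD, cut at about 21% in these data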;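 also: 0% = DMSO alone and 100% = DMSO wells spiked with extra 5 µM PC-3 D3A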
Target sequence (P42574 whole entry D9A/D28A/D175A): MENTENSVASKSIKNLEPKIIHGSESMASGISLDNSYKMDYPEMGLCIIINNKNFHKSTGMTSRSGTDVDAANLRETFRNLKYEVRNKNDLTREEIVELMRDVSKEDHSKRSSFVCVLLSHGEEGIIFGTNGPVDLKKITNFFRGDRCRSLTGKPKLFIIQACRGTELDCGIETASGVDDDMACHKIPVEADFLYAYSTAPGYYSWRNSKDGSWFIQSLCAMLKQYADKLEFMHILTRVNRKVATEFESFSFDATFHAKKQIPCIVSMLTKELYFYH
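Assay system: Procaspase-3 D3A mutant, all three cleavage aspartates alanine. Buffer or medium: Zinc-free HEPES saline buffer with Triton X-100. Times: 1 h compound preincubation, 2 h substrate hydrolysis at 25 °C. Measured by: 405 nm absorbance of p-nitroaniline, reads at 0 and 120 min. Read-out basis: percent activation relative to control range. Replicates: singlicate.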
AHR activator: activators of human aryl hydrocarbon receptor; P35869; AHR-responsive luciferase reporter cells, luminescence; activation, % at 5 µM; 320,000 tested, 2.5% active; in the data active = activation above about 47%;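 also: 0% = vehicle wells and 100% = reference agonist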
TPT1 inhibitor: inhibitors of Candida albicans tRNA 2'-phosphotransferase TPT1 | 300,000 tested, 0.81% active | recombinant caTPT1, FP RNA substrate dephosphorylation | inhibition, % at 5 µM;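 active = inhibition above the mean of all tested compounds plus 3 SD, set per screening campaign, cut at about 24% in these data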;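 also: plate controls were DMSO alone for no effect and ferristatin control at 100 nM for full effect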
PP5 inh: PP5 (human) phosphatase inhibition. purified PP5c, OMFP substrate fluorescence. inhibition, % at 6.7 µM. AID 1987. P53041. 320,000 tested, 0.18% active;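 active = inhibition above the campaign's mean inhibition across all tested compounds plus 3 SD, cut at about 9.5% in these data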;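 also: 0% = DMSO only and 100% = 100 µM cantharidin control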
procasp7 counter: counter-screen: procaspase-7 (human) activation | 330,000 tested, 0.093% active | activation, % at 8.5 µM | recombinant procaspase-7, Ac-DEVD-pNA absorbance 405 nm; D23A/D198A/D206A triple mutant, cannot self-cleave; scale: DMSO 0, 5 µM enzyme 100;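 active = percent activation above the screen-wide mean plus 3 SD, cut at about 25% in these data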
Target sequence (P55210 whole entry D23A/D198A/D206A): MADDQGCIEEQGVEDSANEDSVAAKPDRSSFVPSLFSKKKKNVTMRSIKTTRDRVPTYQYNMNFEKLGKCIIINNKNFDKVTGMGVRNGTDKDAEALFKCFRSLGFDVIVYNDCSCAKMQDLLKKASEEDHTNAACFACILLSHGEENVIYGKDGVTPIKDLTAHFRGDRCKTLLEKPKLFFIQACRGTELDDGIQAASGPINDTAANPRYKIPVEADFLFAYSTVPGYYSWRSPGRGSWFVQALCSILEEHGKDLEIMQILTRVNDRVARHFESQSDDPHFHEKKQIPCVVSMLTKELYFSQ
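signal = Epi-absorbance of released pNA at 405 nm, two timepoints | assay system = Uncleavable procaspase-7 mutant enzyme | reagent = Ac-DEVD-pNA substrate, 400 µM as added | times = 1 h enzyme–compound preincubation and 2 h substrate reaction, both 25 °C | benchmarks = low DMSO alone, high DMSO plus 5 µM PC-7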
Numbers without * were called inactive; . = no result given. Rows were taken by chance; 5.6% or so of the library scored in one or more.

smiles,PP5 inh,PAFAH2 inh,core dimer inh,PP1 inh,TPT1 inhibitor,proCasp3 act,procasp7 counter,Fh CTSL1 inh,AHR activator
Cc1cc(NC(=O)CSc2nc(C(C)C)nc3sc4c(c23)CCCC4)no1,1.8,1,7,-1,-4,11,-1,1,0
COc1cc(/C=C(/C#N)C(=O)NC(C)c2ccccc2)cc(OC)c1O (stereo not given),3.1,-9,-19,4,66*,-12,-38,1,0
C[C@H](CO)N1C[C@H](C)[C@@H](CN(C)Cc2ccccc2)Oc2c(NC(=O)c3ccncc3)cccc2C1=O,.,4,.,.,.,-1,8,.,1
Cc1ccc2[nH]c(C)c(CC(=O)O)c2c1,-0.9,7,5,-3,-2,4,-3,0,6
COc1cc(OC)c2c(c1)C(=O)OC2,0.1,2,-1,0,1,7,5,0,2
COc1ccccc1N(CC(=O)NC(C)(C)C)S(=O)(=O)c1cccs1,1.1,-1,4,1,-3,12,0,-4,-4
COc1ccccc1N1CCN(C(=O)c2noc(C(C)C)c2[N+](=O)[O-])CC1,-1.2,5,-7,0,1,5,4,2,0
CCOC(=O)Cn1c(CN2CC(C)OC(C)C2)nc2c1c(=O)n(C)c(=O)n2C (stereo not given),1.9,-3,-9,-1,-3,2,4,1,-1
Cc1ccc(-c2nnc3ccc(SCC(=O)Nc4cc(C)on4)nn23)cc1,0.4,-2,1,-1,-1,0,2,0,7
Cc1ccc(C(=O)/C=C/Nc2ccc([N+](=O)[O-])cc2Br)cc1,-0.5,-3,15,-2,-7,-4,-8,-1,-6
CCc1cccc(N(CC(=O)NC2CCCCC2)C(=O)c2csnn2)c1,-0.5,1,9,-2,-1,0,-4,8,0
NC(=O)CC(NC(=O)Cc1cccc2ccccc12)c1ccc(NC2CCCCCCC2)c([N+](=O)[O-])c1 (stereo not given),-1.3,-7,4,13,11,0,-7,0,1
NS(=O)(=O)c1ccc(CCNC(=O)CC(c2ccccc2)c2ccccc2)cc1,-0.2,-2,2,3,-3,1,9,0,2
Cc1ccc(-c2nc(-c3cccnc3)no2)c(C)c1,3.8,7,-1,0,-8,5,8,1,47
Cc1ccccc1NC(C)C(=O)N/N=C/c1ccccc1OCc1cccc(Br)c1 (stereo not given),4.5,-6,1,8,0,9,8,0,9
COc1ccc(NC(=O)C2CCCN(S(=O)(=O)c3ccccc3)C2)c(OC)c1 (stereo not given),-1.0,7,14,0,2,8,4,-4,5
CNC(=O)C1CC(=O)N(c2ccc(F)c(Cl)c2)C1 (stereo not given),-2.0,-1,-2,0,4,-5,5,4,0
CCCCCCN1C=CC(=C/C=C(\C#N)C(=O)OCC)C=C1,1.3,3,-25,-5,176*,24*,-20,10,17
O=C(COC(=O)c1c(F)cccc1F)NCCNC(=O)COC(=O)c1c(F)cccc1F,4.9,-2,-4,0,-1,6,3,-2,-1
CCOC(=O)c1ccc(C(=O)OCC)c(NC(=S)Nc2ccc([N+](=O)[O-])cc2OC)c1,0.8,-7,13,-3,3,-2,7,3,3
O=C(Nc1ccccc1)C1=C[C@@H](C2CCCCC2)C[C@@H](OCCCCO)O1,3.9,5,0,4,2,-3,-3,-1,2
C=CCn1c(SCC(=O)N2CCc3ccccc3C2)nc2sc(CC)cc2c1=O,3.7,1,8,3,5,-3,-1,1,3
CN(C)Cc1ccc(-c2nc3cccc4c3n2CCNC4=O)cc1,2.0,6,0,0,-3,-8,4,0,12
O=C(CNc1ccc(F)cc1)N/N=C/c1c(O)ccc2ccccc12,3.4,-1,11,3,-3,-32,-42,2,16
Cc1nn(C)c(C)c1C(=O)NN,2.6,2,2,0,7,-3,4,-3,13

Two successive records from above, quoted:
smiles,PP5 inh,PAFAH2 inh,core dimer inh,PP1 inh,TPT1 inhibitor,proCasp3 act,procasp7 counter,Fh CTSL1 inh,AHR activator
O=C(CNc1ccc(F)cc1)N/N=C/c1c(O)ccc2ccccc12,3.4,-1,11,3,-3,-32,-42,2,16
Cc1nn(C)c(C)c1C(=O)NN,2.6,2,2,0,7,-3,4,-3,13

Printed as active in TPT1 inhibitor (from the list above):
compound	PP5 inh	PAFAH2 inh	core dimer inh	TPT1 inhibitor	proCasp3 act	AHR activator
COc1cc(/C=C(/C#N)C(=O)NC(C)c2ccccc2)cc(OC)c1O (stereo not given)	3.1	-9	-19	66*	-12	0
CCCCCCN1C=CC(=C/C=C(\C#N)C(=O)OCC)C=C1	1.3	3	-25	176*	24*	17

(more compounds)
smiles,PP5 inh,PAFAH2 inh,core dimer inh,PP1 inh,TPT1 inhibitor,proCasp3 act,procasp7 counter,Fh CTSL1 inh,AHR activator
O=C(NNC(=O)c1ccc(F)cc1)C(=O)N1CCCCC1,3.4,2,-5,2,3,6,-6,0,7
Cc1ccccc1Cc1c(C)nc2nc(SCC(=O)NCCCN3CCCC3)nn2c1C,2.1,-16,-6,1,-5,-2,-4,-2,0
COC(=O)c1ccc(NC(=O)C2C3CCC(C3)C2C(=O)O)cc1 (stereo not given),-0.1,5,2,-2,0,-4,-1,0,1
COc1ccccc1N1CC(C(=O)Nc2ccc(N3CCOCC3)cc2)CC1=O (stereo not given),-0.8,1,.,-2,.,3,8,.,1
CCOC(=O)N1CCC(N2CCCC(CO)(Cc3cccc(Cl)c3)C2)CC1 (stereo not given),-0.6,-4,2,1,11,0,4,0,-1
Cc1nn2cc(-c3ncc(C(F)(F)F)cc3Cl)cnc2c1Br,0.8,.,0,3,2,1,3,1,4
Cc1nn(-c2ccccc2)c2nc(-c3cccs3)cc(C(=O)NN)c12,2.7,-6,-4,1,-1,7,20,0,46
COCCn1c(SCC(=O)Nc2cccc(OC)c2)nnc1-c1ccc(Cl)cc1,1.8,-2,-8,-1,1,0,8,-1,5
Cc1ccc(S(=O)(=O)CCC(=O)OC2CC(C)OC2=O)cc1 (stereo not given),.,4,.,.,.,4,1,.,-2
Cc1nc2ccc(NC(=S)NC(C)C)cc2nc1C,-0.4,0,1,-7,4,-11,4,-3,6
Cc1[nH]c2ccccc2c1/C=C(/C#N)C(=O)NC(C)C,-4.0,-5,8,-1,4,5,3,0,24
COc1ccc(CC(=O)OCC(=O)NC2CCCCC2)cc1,3.3,27,.,-2,.,10,5,.,-1
Cc1cccc(NC(=O)CCCN2C(=O)c3cccc4cccc(c34)C2=O)c1,0.0,-2,2,-1,-2,-6,-5,7,-5
CC(C)c1ccc(NS(=O)(=O)c2ccc3c(c2)NC(=O)CO3)cc1,6.5,-6,2,0,4,6,7,-1,0
O=C(N/C(=C\c1ccco1)C(=O)N1CCCCC1)c1ccc([N+](=O)[O-])cc1,.,2,.,.,.,7,1,.,-2
Cc1ccc(C(C)C)c(OCC(=O)NS(=O)(=O)c2ccc(Cl)cc2)c1,-0.6,7,15,4,2,5,-7,3,1
O=C(Nc1ccccc1F)c1ccc(Cn2cc(Br)cn2)cc1,0.1,11,0,-9,-1,3,-10,-1,5
CCN(CC)CCNC(=O)c1cn(CC)c2ccc(S(=O)(=O)N3CCOCC3)cc2c1=O,-9.3,-2,-10,-8,-7,-1,0,9,-4
O=C(CCc1ccccc1)Nc1cc2c3c(c1)CC(=O)N3CCC2,1.0,1,1,-7,-1,-4,0,1,11
COc1ccccc1NS(=O)(=O)c1ccc(N/N=C/c2ccccc2OCC(=O)O)c([N+](=O)[O-])c1,1.8,15,19,1,-76,-3,2,3,1
COc1cccc(C(=O)NCCS(=O)(=O)N(C)Cc2ccccc2)c1,-0.2,9,-4,-2,0,-13,13,-1,2
COc1c([N+](=O)[O-])cc(C(=O)NNC(=O)c2ccc(C)cc2)cc1[N+](=O)[O-],2.1,8,-3,-1,-5,-2,-10,-1,0
CCOC(=O)C1CCCN(C/C(O)=C(\C#N)c2nc(-c3ccccc3)cs2)C1 (stereo not given),1.1,10,-3,1,-2,4,2,2,10
CC1=C(C(=O)Nc2ccccc2)C(c2cccnc2)n2ncnc2N1 (stereo not given),0.5,-3,-7,-1,-4,5,2,6,3
O=C1N=NC2=C1c1c3ccccc3c(O)n1CC2,0.1,3,-3,-4,0,-15,-11,0,5

Reprinted from the part before: 4 entries, then new ones.
smiles,PP5 inh,PAFAH2 inh,core dimer inh,PP1 inh,TPT1 inhibitor,proCasp3 act,procasp7 counter,Fh CTSL1 inh,AHR activator
COc1c([N+](=O)[O-])cc(C(=O)NNC(=O)c2ccc(C)cc2)cc1[N+](=O)[O-],2.1,8,-3,-1,-5,-2,-10,-1,0
CCOC(=O)C1CCCN(C/C(O)=C(\C#N)c2nc(-c3ccccc3)cs2)C1 (stereo not given),1.1,10,-3,1,-2,4,2,2,10
CC1=C(C(=O)Nc2ccccc2)C(c2cccnc2)n2ncnc2N1 (stereo not given),0.5,-3,-7,-1,-4,5,2,6,3
O=C1N=NC2=C1c1c3ccccc3c(O)n1CC2,0.1,3,-3,-4,0,-15,-11,0,5
COc1ccccc1OCCC(=O)OCC(=O)c1c(N)n(C)c(=O)n(C)c1=O,-1.4,3,-2,-4,113*,-1,6,-7,-1
O=c1[nH]cc([N+](=O)[O-])cc1Br,0.7,0,-10,1,1,10,-1,-1,1
CCCNC(=O)C(Cc1ccc(Br)cc1)NC(=O)c1ccc(C#N)cc1 (stereo not given),2.9,-5,.,-3,.,1,3,.,1
COCc1c(C(=O)OCC(=O)N(C)C2CCS(=O)(=O)C2)oc2ccccc12 (stereo not given),2.1,-3,.,-1,.,1,8,.,1
CCc1ccc(NC(=O)CSc2nnc(C)c(=O)n2N)cc1,1.5,1,-7,-1,0,1,3,-1,22
COc1ccccc1NC(=O)C(C)n1cnc2c(oc3nc4c(cc32)CCCC4)c1=O (stereo not given),-1.1,4,9,-3,0,3,-11,3,4
COc1cc(Cl)c(C)cc1NC(=O)CSC,3.0,-9,3,-1,-3,-3,1,3,15
COc1ccc(S(=O)(=O)NCC(c2ccco2)N2CCOCC2)cc1 (stereo not given),-0.8,1,-5,0,0,-1,1,-4,-2
O=C(CSC1CCCCC1)N1CCN(c2ccccc2)CC1,-1.9,-14,4,-3,-1,-1,3,5,2
O=C(N/N=C/c1c(F)cccc1Cl)C1CC1,-4.5,6,5,-2,-1,-1,8,-2,6
